# GDH-TPI inh: inhibits GDH-TPI coupling enzymes, artifact for Mtb FBA screen; inhibition, % at 4.8 µM; GDH-TPI coupled enzyme counterscreen, NADH absorbance; 1.2% of 360,000 active; in the data active = inhibition above about 30%;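 note: 0% = DMSO wells and 100% = wells lacking the enzyme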
# BoNT A protease: blocks Botulinum neurotoxin A light chain protease; multiplex microsphere protease substrate cleavage, flow cytometry; inhibition, % at 10 µM; 0.17% of 360,000 active; AID 588499; note: plate controls were buffer without enzyme for full effect and enzyme alone for no effect
# FBA Mtb inh: inhibits M. tuberculosis FBA enzyme; P9WQA3; purified M. tuberculosis FBA, fluorescence read-out; inhibition, % at 1 µM; 2.3% of 360,000 active; in the data active = inhibition above about 27%;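 note: 0% = vehicle and 100% = reference inhibitor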
# Target sequence (P9WQA3 whole entry, looked up): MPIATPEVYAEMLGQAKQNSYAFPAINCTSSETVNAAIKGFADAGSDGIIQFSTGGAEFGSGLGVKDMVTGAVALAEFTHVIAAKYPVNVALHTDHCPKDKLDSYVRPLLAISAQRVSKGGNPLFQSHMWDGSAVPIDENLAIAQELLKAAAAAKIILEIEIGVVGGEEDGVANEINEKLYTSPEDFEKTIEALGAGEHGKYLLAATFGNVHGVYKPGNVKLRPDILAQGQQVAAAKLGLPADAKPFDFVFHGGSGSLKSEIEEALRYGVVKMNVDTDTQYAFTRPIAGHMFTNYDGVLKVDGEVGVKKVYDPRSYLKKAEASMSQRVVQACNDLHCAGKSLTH
# PfHsp40 rescue: compounds rescuing yeast from Plasmodium falciparum HSP40 toxicity. S. cerevisiae expressing PfHsp40, growth rescue, ATP luminescence. growth rescue, % at 12.5 µM. 0.68% of 340,000 active. AID 504582; in the data active = growth rescue above about 28%, passing the limit was not always enough; inconclusive = no clear call, values can overlap the other calls;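 note: yeast W303a lacking pdr1 and pdr3 grown in galactose medium; growth measured after three days at 30 °C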
# Anthrax LF inh2: inhibitors of Bacillus anthracis lethal factor protease; P15917; multiplex microsphere protease cleavage assay, LF; inhibition, % at 10 µM; 0.12% of 360,000 active; AID 588501; note: plate controls were buffer without enzyme for full effect and enzyme alone for no effect
# Mtb BioA inh: inhibitors of Mycobacterium tuberculosis BioA enzyme; purified M. tuberculosis BioA enzyme, plate reader; inhibition, % at 9.99 µM; 0.096% of 360,000 active; AID 602481; in the data active = inhibition above about 40%; inconclusive = no clear call, values can overlap the other calls
# Mtb UGM inh: blocks M. tuberculosis UGM enzyme; P9WIQ1; inhibition, % at 10 µM; purified UGM, fluorescence polarization probe displacement; 0.06% of 320,000 active; in the data active = inhibition above about 10%, passing the limit was not always enough; inconclusive = no clear call, values can overlap the other calls
# Target sequence (P9WIQ1 whole entry, looked up): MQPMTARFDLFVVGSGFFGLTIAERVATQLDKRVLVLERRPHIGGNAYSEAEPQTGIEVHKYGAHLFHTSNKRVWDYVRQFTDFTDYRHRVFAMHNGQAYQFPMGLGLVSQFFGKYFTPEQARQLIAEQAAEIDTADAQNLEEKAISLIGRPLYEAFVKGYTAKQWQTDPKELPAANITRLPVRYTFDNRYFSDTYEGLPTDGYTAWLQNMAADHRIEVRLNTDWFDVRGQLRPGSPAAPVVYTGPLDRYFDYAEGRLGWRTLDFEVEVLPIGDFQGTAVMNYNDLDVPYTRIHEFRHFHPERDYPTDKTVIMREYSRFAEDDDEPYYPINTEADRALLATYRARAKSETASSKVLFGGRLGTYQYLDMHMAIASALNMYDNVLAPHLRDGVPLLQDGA
# FadD28 FP inh: inhibitors of Mycobacterium tuberculosis FadD28 bisubstrate binding; FadD28 bisubstrate probe binding, fluorescence polarization; inhibition, % at 12.5 µM; 0.22% of 360,000 active; AID 588549; in the data active = inhibition above about 8.5%, passing the limit was not always enough; inconclusive = no clear call, values can overlap the other calls
# BoNT F protease: BoNT F light chain protease inhibition. AID 588497. 0.22% of 360,000 active. inhibition, % at 10 µM. Multiplex microsphere protease cleavage assay, flow cytometry; in the data active = inhibition above about 35%, passing the limit was not always enough; inconclusive = no clear call, values can overlap the other calls; note: plate controls were buffer without enzyme for full effect and enzyme alone for no effect
# The depositor's hits bear a star; ? = inconclusive; nt = no result given. Cut-off read from the data, not from the text of the source, unless noted: active = inhibition above about 30%; inconclusive = no clear call, values can overlap the other calls; inactive = below that. Hits appear at their usual frequency; about 4.7% have a hit in one of these screens.
# Results follow in this order: GDH-TPI inh	BoNT A protease	FBA Mtb inh	PfHsp40 rescue	Anthrax LF inh2	Mtb BioA inh	Mtb UGM inh	FadD28 FP inh	BoNT F protease
> CCCOc1ccc(Cl)cc1/C=C1/C(=O)ON=C1C
    2.9	-1.0	0.4	-1.4	5.5	2.2	1.1	0.9	10.1
> O=C(CSc1nc2ccccc2s1)NNC(=S)Nc1ccc(Cl)cc1
    14.1	0.5	1.2	8.2	-5.3	nt	nt	-4.9	2.0
> CC(/C=N\NC(=O)c1cccnc1)c1ccccc1 (stereo unspecified)
    6.2	-0.9	1.9	-0.9	-1.2	nt	2.0	-1.4	-6.0
> CC(=O)CSc1nnc(-c2ccc(S(=O)(=O)N3CCOCC3)cc2)n1C
    3.9	-1.2	5.3	-0.3	-0.6	-0.3	-1.3	-3.3	3.2
> COc1ccc(N2C(=O)NC3CC2(C)Oc2ccccc23)cc1 (stereo unspecified)
    -6.2	0.1	0.7	0.2	1.4	-1.4	0.6	-3.8	-3.2
> O=C(Cc1cccc(NC(=O)C2CCCN(C(=O)C3CCCC3)C2)c1)Nc1ccc(C(=O)N2CCCCC2)cc1 (stereo unspecified)
    -15.6	-0.1	4.7	0.7	-0.6	0.6	nt	1.7	5.2
> CC1(C)c2[nH]c3ccccc3c2C[C@H]2C(=O)N(Cc3ccccc3)C(=O)N21
    4.0	-0.6	0.6	7.4	-3.3	-0.7	1.7	-0.9	-1.8
> CCCCCC(=C/c1ccccc1)/C=N/Nc1ccc(S(=O)(=O)N2CCOCC2)cc1[N+](=O)[O-]
    2.2	0.1	-2.4	1.3	-15.1	-0.2	nt	-2.5	-9.1
> CC(O)(c1cccc(F)c1)c1nc(-c2cccc(F)c2)cs1 (stereo unspecified)
    0.9	0.7	0.6	nt	2.5	0.5	nt	-3.0	-6.5
> O=C(Nc1ccccc1C(F)(F)F)N1CCCCCC1
    8.6	2.4	-0.6	-0.1	8.5	1.3	-0.6	1.2	2.7
> CCOc1ccc(S(=O)(=O)Nc2ccc(C(=O)N3CCCC3)cc2)cc1
    -6.5	-2.5	-0.8	-0.3	0.2	-0.9	-0.2	nt	-1.5
> COC(=O)c1cn(C(=O)c2cccc(C)c2)c2ccccc12
    0.0	0.1	1.0	1.6	-0.5	-1.8	-4.9	-2.2	-1.0
> Cc1ccc(CNC(=O)c2cn(C)c3ccc(S(=O)(=O)N4CCOCC4)cc3c2=O)cc1
    13.6	1.3	-1.9	1.6	-0.4	-1.0	-1.4	-1.4	1.0
> COc1ccc(C)cc1NC(=O)Cn1cnnn1
    1.6	-0.2	-1.4	0.7	2.5	1.1	1.4	-0.7	-6.3
> O=C(/C=C/c1cccc(F)c1)c1ccc(N2CCOCC2)cc1
    21.5	0.5	-6.0	1.1	0.7	1.6	0.5	-1.2	-7.8
> Cc1cc(C(=O)NNC(=O)c2cccc(C(F)(F)F)c2)no1
    2.6	?	-3.4	0.4	-11.6	nt	-1.3	-3.5	?
> CCOc1ccc(N=C(NC#N)SCC)cc1
    12.1	-6.0	2.4	1.8	-6.5	0.0	2.0	-2.0	-12.9
> COc1cc2c(C(=O)N3CCN(c4ccccc4C)CC3)c(C)oc2cc1Br
    -5.0	0.1	-3.4	1.3	-2.5	-0.5	2.7	-0.6	-4.1
> Cc1ccccc1-c1cc2c(c3c1ccn3C)C1CCC2C1 (stereo unspecified)
    nt	6.5	0.0	nt	9.1	0.2	nt	-1.1	-12.7
> C=C(C)[C@@H]1CC=C(C(=O)O)CC1
    4.3	-0.2	-0.6	-0.7	0.6	-1.0	-0.4	-3.3	-7.8

# The list continues.
# Results follow in this order: GDH-TPI inh	BoNT A protease	FBA Mtb inh	PfHsp40 rescue	Anthrax LF inh2	Mtb BioA inh	Mtb UGM inh	FadD28 FP inh	BoNT F protease
> C/C(=N\NC(=O)c1ccccn1)c1ccc(Cl)cc1
    7.0	-1.6	0.9	nt	?	0.5	0.4	-2.5	?
> CCC(=NCc1cccnc1)c1c(O)n(-c2ccccc2C)c(=O)[nH]c1=O
    -6.9	3.3	1.0	-0.6	10.4	0.0	3.6	-2.4	?
> CC1CCc2c(sc(NC(=O)Cn3cnc([N+](=O)[O-])n3)c2C(N)=O)C1 (stereo unspecified)
    14.8	-0.1	-2.5	-0.5	-4.8	0.5	2.0	0.8	-1.3
> CCOC(=O)C1CCCN(c2ncnc3c2cnn3-c2ccc(Cl)cc2)C1 (stereo unspecified)
    11.6	0.4	-1.1	0.6	-3.6	nt	-2.6	0.3	1.6
> CCN(CC)C(=O)C1=C(C)N(CCCOC)C(=O)C(CC(=O)NC2CCCCC2)C1 (stereo unspecified)
    0.5	-0.5	-2.1	nt	-2.1	0.1	nt	-0.1	-1.8
> CC(C)C(=O)Nc1c(-c2ccccc2F)c(=O)c2ccccc2n1C
    4.6	1.1	7.3	-2.0	-8.9	-2.3	2.2	1.4	4.1
> CCCCCN(C(=O)CCC(=O)OC(C)C(=O)c1ccc(CC)cc1)c1c(N)n(CCCC)c(=O)[nH]c1=O (stereo unspecified)
    4.8	-0.6	-1.1	1.2	0.8	4.2	nt	-0.9	-8.9
> COc1ccc2c(c1)cc1n2CCN=C1NCCO
    4.6	-2.0	12.7	-0.1	6.9	nt	1.0	-1.8	-1.1
> O=C(c1ccco1)N1CCC(N2CCN(c3ccccc3)CC2)CC1
    -9.2	nt	2.0	0.6	nt	4.1	-1.9	-3.0	nt
> O=C(Nc1ccsn1)c1ccc(Cl)cc1Cl
    6.3	-5.0	0.1	0.8	-4.4	-0.8	-0.3	-1.6	3.5
> O=C(NCCc1cccnc1)C1CCC(=O)N(Cc2ccc(Cl)cc2)C1 (stereo unspecified)
    7.8	-0.4	2.0	0.2	-3.2	4.0	nt	-0.4	-2.3
> Cc1cc2cc(CNC(=O)C3CCCC3)ccc2n1C
    6.6	44.6*	-0.1	0.6	1.3	0.6	2.7	-1.9	-32.1
> CC(C)(C)NC(=O)Nc1ccc2nccnc2c1
    11.5	nt	60.7*	-0.2	nt	nt	0.6	-0.8	nt
> COc1ccccc1C(=O)NC(CCSC)C(=O)Nc1ccc(C)c(S(=O)(=O)N2CCOCC2)c1 (stereo unspecified)
    -1.9	-1.3	0.6	4.5	-1.6	-0.8	-0.8	-4.0	-0.8
> Cc1ccc2c(c1)N(CC(=O)OCC(=O)NCc1ccccc1)C(=O)CO2
    -2.6	-0.4	0.5	-0.2	-2.4	nt	2.8	-2.2	-3.1
> Cc1ccc(N(CN2CCCC2=O)C(=O)c2ccccc2)cc1
    1.2	-0.3	7.2	0.1	6.5	nt	-1.1	0.6	-7.7
> CC1CCCC(NC(=O)CN2CCN(S(=O)(=O)c3cccs3)CC2)C1C (stereo unspecified)
    -5.6	-0.3	0.1	0.0	-1.4	-0.6	-1.4	-3.8	-3.6
> O=C(OCC(=O)N1CCCC1=O)c1ncc(Cl)c(Cl)c1Cl
    13.2	0.4	4.2	-0.7	4.5	-0.2	3.2	0.5	6.2
> C[C@H]1CN(S(=O)C(C)(C)C)[C@@H](CCO)/C1=C\CCO (stereo partly specified)
    -10.4	-0.1	1.4	6.9	-4.6	-0.4	nt	-0.5	0.2
> OC[C@@H]1CN(Cc2ccc(Cl)cc2)C[C@H](n2cnc3c(N4CCN(c5ccccc5)CC4)ncnc32)O1
    0.0	0.1	4.5	nt	-2.9	-1.7	nt	1.0	1.9

# More results:
# Results follow in this order: GDH-TPI inh	BoNT A protease	FBA Mtb inh	PfHsp40 rescue	Anthrax LF inh2	Mtb BioA inh	Mtb UGM inh	FadD28 FP inh	BoNT F protease
> CC(C)NC(=O)CSc1nc(-c2cccs2)cc(-c2ccccc2)c1C#N
    -0.5	-0.4	1.6	-0.1	-5.0	-0.6	-2.9	-2.6	5.0
> O=C(NC1CC1)c1sccc1-n1cccc1
    -8.1	-0.3	-7.7	0.9	1.8	0.3	-0.1	-3.1	?
> FC(F)(F)c1ccc(Sc2nnc(-c3cccs3)n2CC2CCCO2)nc1 (stereo unspecified)
    6.1	0.5	83.2*	-0.8	1.6	0.6	-1.6	-2.9	-3.6
> COc1ccccc1NC(=O)c1cc(S(=O)(=O)NCc2ccccc2)ccc1F
    -6.7	-1.1	-2.7	-1.1	-2.1	nt	1.2	-4.5	-6.6
> CCCN(C(=O)c1ccccc1Cc1ccccc1)C1CCS(=O)(=O)C1 (stereo unspecified)
    8.1	-2.0	2.4	-2.2	3.6	-1.8	1.9	-0.5	-1.7
> CCOC(=O)C1=C(COC(=O)CCOc2cccc(C)c2)NC(=O)NC1C (stereo unspecified)
    -15.1	-0.2	1.6	1.1	-2.1	-0.5	-6.1	-1.2	-6.5
> O=C(Nc1cccc(S(=O)(=O)N2CCOCC2)c1)c1cccc(S(=O)(=O)N2CCCCC2)c1
    -1.4	-0.1	-2.0	-0.5	1.2	-1.9	nt	-18.3	6.9
> O=C(Nc1nnc(SCc2ccccc2)s1)c1cccc([N+](=O)[O-])c1
    21.0	0.4	4.3	-0.9	-2.4	2.1	-0.1	4.0	-2.8
> COCCCNC(=S)N(CCCO)Cc1cc2cc3c(cc2[nH]c1=O)OCCO3
    24.3	-1.5	15.7	0.1	-6.6	0.6	2.5	-4.2	1.1
> FC(F)(F)c1ccc(-c2n[nH]c(=S)o2)nc1
    2.6	?	-3.3	-0.2	17.9	nt	4.6	-1.3	?
> COc1cccc(/C=C/C(=O)OCC(=O)c2ccc(Br)cc2)c1
    -2.6	-0.4	1.9	nt	-5.3	-0.9	nt	-2.4	2.1
> CCN(CC)S(=O)(=O)c1ccc(O)c(NC(=O)c2cc(-c3cc(OC)c(OC)c(OC)c3)nc3ccccc23)c1
    3.7	2.8	0.2	0.6	2.1	nt	-0.2	-4.1	4.9
> CCCC1CCC(C(=O)Nn2cnc3ccccc3c2=O)CC1 (stereo unspecified)
    -3.4	-0.1	-5.2	2.2	-0.8	-0.1	-1.0	-5.2	-7.5
> O=C(NCCCCc1ccccc1)NC[C@@H]1CC[C@@H](Cc2ccc(-c3ccccc3)cc2)O1
    1.0	0.0	-2.1	0.1	0.6	-0.5	nt	-3.6	1.0
> CCOc1ccc(/C=C/C(=O)NC2CCCCC2)cc1
    8.6	1.7	-1.7	-0.5	-0.3	-1.1	-2.3	-0.5	0.5
> O=C1c2ccsc2SCCN1Cc1cccc(F)c1
    10.3	-3.5	1.5	-0.3	-0.4	0.5	-0.9	-2.4	8.7
> CSCCC1NC(=O)N(CC(=O)Nc2c(Cl)cc(Cl)cc2Cl)C1=O (stereo unspecified)
    5.8	0.9	-0.2	-1.2	-2.7	-2.5	-1.0	-3.1	-14.4
> C=CCNC1=C(Cl)C(=O)N(c2cccc(Cl)c2Cl)C1=O
    0.7	0.5	-2.5	9.4	1.6	nt	1.1	-3.6	-4.5
> CCOC(=O)c1ccc(N2CCN(c3cc(C)ccc3C)CC2)c(N)c1
    11.6	2.8	5.0	-2.7	-17.1	nt	2.4	0.1	-36.1
> Cc1ccc(S(=O)(=O)N(C)CC(=O)N(C)CCOc2ccccc2)cc1
    5.8	-0.1	-1.2	nt	-9.4	-0.8	nt	-0.7	-5.0
> CCn1nc(C)c(/C=N/NC(=O)Cc2ccc(Cl)cc2)c1C
    2.2	-0.1	0.5	-0.9	-1.4	nt	nt	-4.9	6.0
> COc1ccc(Br)cc1C1CC(=O)C(C)C(c2cc(Br)ccc2OC)N1 (stereo unspecified)
    6.9	-2.5	3.6	-0.1	-9.2	-2.4	-0.2	-2.7	-25.1

# 4 compounds picked at random from those above:
# Results follow in this order: GDH-TPI inh	BoNT A protease	FBA Mtb inh	PfHsp40 rescue	Anthrax LF inh2	Mtb BioA inh	Mtb UGM inh	FadD28 FP inh	BoNT F protease
> CCOC(=O)c1ccc(N2CCN(c3cc(C)ccc3C)CC2)c(N)c1
    11.6	2.8	5.0	-2.7	-17.1	nt	2.4	0.1	-36.1
> O=C(Nc1cccc(S(=O)(=O)N2CCOCC2)c1)c1cccc(S(=O)(=O)N2CCCCC2)c1
    -1.4	-0.1	-2.0	-0.5	1.2	-1.9	nt	-18.3	6.9
> COc1ccc(N2C(=O)NC3CC2(C)Oc2ccccc23)cc1 (stereo unspecified)
    -6.2	0.1	0.7	0.2	1.4	-1.4	0.6	-3.8	-3.2
> COCCCNC(=S)N(CCCO)Cc1cc2cc3c(cc2[nH]c1=O)OCCO3
    24.3	-1.5	15.7	0.1	-6.6	0.6	2.5	-4.2	1.1
